# GPR55 LPI antagonism: inhibition of LPI-stimulated GPR55 beta-arrestin translocation – imaging, U2OS, beta-arrestin-GFP, LPI agonist, primary screen (AID 2013). U2OS GPR55 beta-arrestin-GFP translocation imaging, LPI antagonism; higher % means a stronger effect. inhibition, % at 10 µM; hits with a dose series show IC50 in µM. 290,000 compounds, 0.13% hits;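 active means spots per cell inhibited over 60%, with over 100 cells counted and total cytoplasm intensity under 500,000; inconclusive means wells with under 100 cells, flagged as likely toxic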;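 further: U2OS cells stably carrying GPR55 and arrestin-GFP stimulated by 5 µM LPI near EC80; imaged beta-arrestin-GFP aggregate spots per cell after agonist stimulation; plate controls were LPI-stimulated DMSO wells for no effect and DMSO wells without LPI for full effect; some results filed as inactive read as strong as hits; confirmed hits need IC50 under 10 µM and bright autofluorescent wells are also inconclusive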
# T cell modulator: T cell immune modulation candidate. 2C CD8+ T cell-vesicle binding, flow cytometry; active compounds read low. AID 2052. calls only at 7 µM. 330,000 compounds, 0.068% hits;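 active means response, share of CD8 T cells binding vesicles, and their 90th percentile fluorescence all below set limits, cut at about 80% in these data, passing the limit was not always enough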
#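 Benchmarks: naked versus QL9-loaded vesicles / Assay system: purified 2C TCR transgenic mouse naive CD8+ T cells / Technique: high-throughput flow cytometry with anti-B7-1 and anti-CD8 staining / Timing: Cell–vesicle co-incubation 1.5 h at 37 °C, staining 20 min on ice / Read-out: percent CD8+ FL2 mean versus row control / Probe or stimulus: QL9-loaded Drosophila micro-vesicles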
# GPR35 arrestin U2OS: inhibition of zaprinast-stimulated GPR35 beta-arrestin translocation – imaging, U2OS, beta-arrestin-GFP, zaprinast agonist, primary screen (AID 2058). U2OS GPR35 beta-arrestin-GFP translocation imaging, zaprinast antagonism; higher % means a stronger effect. one-dose inhibition, % at 10 µM; IC50 in µM for titrated hits. 290,000 compounds, 0.052% hits;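 active means inhibition of at least 50% with at least 30 cells and total cytoplasm GFP at most 10,000,000; inconclusive means under 30 cells or total GFP of 10,000,000 plus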
# NTR1 agonist: NTR1-driven beta-arrestin-GFP spot formation – imaging, U2OS cells, high content, primary screen (AID 493036); activation, % at 20 µM; 330,000 compounds, 0.17% hits; agonist mode; P30989;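 active means activation at or above 40% of the spot to cytoplasm intensity ratio, with at least 20 cells analyzed; inconclusive means wells under 20 cells, flagged as cytotoxic or low count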;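 further: 0% = DMSO without peptide and 100% = 100 nM NTR1 peptide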
# Target sequence (P30989 whole entry, looked up): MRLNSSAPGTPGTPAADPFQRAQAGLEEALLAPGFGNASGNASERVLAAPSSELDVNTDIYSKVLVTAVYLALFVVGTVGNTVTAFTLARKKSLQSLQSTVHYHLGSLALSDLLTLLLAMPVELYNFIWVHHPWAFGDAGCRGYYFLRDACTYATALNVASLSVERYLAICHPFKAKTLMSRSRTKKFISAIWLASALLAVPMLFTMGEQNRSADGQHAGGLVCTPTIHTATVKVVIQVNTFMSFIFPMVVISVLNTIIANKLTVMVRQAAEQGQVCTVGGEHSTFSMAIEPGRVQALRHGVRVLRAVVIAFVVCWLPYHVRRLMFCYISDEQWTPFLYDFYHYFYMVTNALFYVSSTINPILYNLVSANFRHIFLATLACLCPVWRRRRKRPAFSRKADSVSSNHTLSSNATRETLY
# SV40 large T antigen: TAg ATPase/helicase activity blockers – biochemical (AID 1903) | inhibition, % at 20 µM, or IC50 in µM where a hit was titrated | 310,000 compounds, 0.39% hits | SV40 large T antigen ATPase/helicase inhibition assay; higher % means a stronger effect; in the data active means a potency from the dose series; inconclusive means inhibition mostly from about 32% at the one dose, without a potency; inactive means the rest, 99 in 100 with inhibition below about 32%; further: strong numbers were not always called active
# Hep lipid drop: hepatic lipid droplet formation modulation; 240,000 compounds, 0.4% hits; AML12 mouse hepatocytes, oleate lipid droplets, BODIPY imaging; inhibition, % at 6.5 µM;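 active means lipid droplet intensity inhibited by at least 50%, with more than 500 cells counted; inconclusive means wells with under 300 cells, treated as cytotoxic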
#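 Material – mouse AML12 hepatocyte cell line, fixed after treatment · Compound dosing – one dose, 6.5 µM compound · Times – compound with oleate, overnight · Measured by – Image-based BODIPY and DAPI two-channel analysis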
# LYP phosphatase: inhibitors of LYP phosphatase, biochemical, fluorescence intensity, uHTS (AID 1779); recombinant LYP phosphatase, fluorescence intensity; higher % means a stronger effect; 290,000 compounds, 0.054% hits; inhibition, % at 11.5 µM, or IC50 in µM where a hit was titrated; in the data active means inhibition above about 50%;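 further: plate controls were vehicle with enzyme for no effect and no enzyme for full effect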
# Rac1 GTP hydrolysis: MgcRacGAP GTPase-activating activity inhibitors, confirmation, biochemical, ADP Hunter fluorescence | MgcRacGAP-stimulated Rac1 GTP hydrolysis, ADP Hunter fluorescence; higher % means a stronger effect; GST-tagged Rac1 F28L mutant substrate | inhibition, % at 30 µM, or IC50 in µM where a hit was titrated | 340,000 compounds, 0.6% hits;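 active means first-screen hits whose inhibition reached a set limit at any dose in the follow-up dose series; inconclusive means inhibition above the set first-screen limit but never retested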;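 further: fluorescence reports GDP produced by GAP-driven GTP hydrolysis; strong numbers were not always called active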
# GPR55 beta-arrestin: selective activators of receptor GPR55 – imaging, U2OS cells, beta-arrestin-GFP redistribution, primary screen (AID 1961) | U2OS GPR55 beta-arrestin-GFP redistribution imaging; higher % means a stronger effect | 290,000 compounds, 0.048% hits | activation, % at 10 µM, or EC50 in µM where a hit was titrated;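 active means activation above 40% with more than 50 cells counted in the well; inconclusive means wells holding fewer than 50 cells, flagged as toxic or sparse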;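 further: U2OS osteosarcoma cells stably expressing GPR55 and beta-arrestin-GFP; plate controls were DMSO negative control for no effect and LPI positive control for full effect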
# Hep lipid drop cells 6.5 µM: also measured in Hep lipid drop; calls as there; cell count; measured here: cell count, cytotoxicity flag;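 cells counted across two imaged fields per well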
# T cell modulator vesicle-bound %: recorded beside T cell modulator, whose call it bears; double positive events, %; measured here: CD8+ vesicle-bound cell fraction;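 binding gate set so that unloaded-vesicle control wells show 10% double positive cells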
# NTR1 agonist cell count 20 µM: also measured in NTR1 agonist; calls as there; cell count; measured here: cell count, cytotoxicity flag
# The depositor's hits bear a star; i = inactive; ? = inconclusive; · = no result given. Compounds as they come; 1.8% or so of the library scored in one or more.
SMILES,GPR55 LPI antagonism,T cell modulator,T cell modulator vesicle-bound %,GPR35 arrestin U2OS,NTR1 agonist,NTR1 agonist cell count 20 µM,SV40 large T antigen,Hep lipid drop,Hep lipid drop cells 6.5 µM,LYP phosphatase,Rac1 GTP hydrolysis,GPR55 beta-arrestin
CCSc1nnc(N2C(=O)C(O)=C(C(=O)c3ccco3)C2c2cccc(OC)c2)s1 (stereo not given),6%,i,26,-10%,0.2,41,·,4,720,-10%,-8%,-0.1%
CC(=O)N1c2ccc(S(=O)(=O)N3CCCC3)cc2CC1C(=O)NCc1ccc(OC(C)C)cc1 (stereo not given),-1%,i,60,8%,-1.1,56,11%,-17,697,-2%,7%,0.3%
O=C(Cn1nc(C(F)(F)F)c2c1CCCCC2)N1CCOCC1,-1%,i,7,-5%,0.5,55,23%,4,822,-9%,4%,-0.1%
O=C(C1CCCN1C(=O)c1cccs1)N1CCc2ccccc21 (stereo not given),5%,i,30,0%,1.5,100,8%,·,·,-1%,5%,0.9%
Cc1cc(C)c(C)c(C(=O)CSc2nnc(-c3ccc4[nH]c(C)c(C)c4c3)o2)c1C,16%,i,38,-5%,11,55,8%,-2,724,0%,11%,-0.2%
Cc1ccc(CNC(=O)CN2C(=O)NC(C)(c3ccccc3Cl)C2=O)cc1 (stereo not given),-1%,i,30,3%,0.9,89,12%,34,822,0%,2%,0.0%
CCOC(=O)CCN(Cc1cccs1)S(=O)(=O)c1ccc(F)cc1,-2%,·,·,18%,1.8,73,-2%,·,·,-6%,-2%,0.1%
Cn1c(CSCc2ccc(Cl)cc2)nnc1SCC(=O)Nc1nc2ccccc2s1,-2%,i,11,13%,-1.0,79,4%,-5,719,-7%,2%,-0.1%
O=C(CCNc1ccc(Cl)cc1)c1cccs1,2%,i,31,-4%,-1.5,67,18%,6,647,1%,14%,0.1%
[O-]/[N+](=C\c1ccc(OC(F)F)cc1)c1ccccc1,14%,i,39,16%,-1.7,81,12%,·,·,-8%,3%,-0.1%
CC(C)NC(=O)C(=O)NCCc1ccc(Cl)cc1,11%,i,44,5%,-0.1,56,-3%,15,739,-8%,4%,0.3%
O=C(Cc1csc(-c2ccccc2)n1)NCc1ccco1,-4%,i,33,2%,1.8,28,10%,2,660,-3%,2%,-0.1%
Cc1[nH]c2ccc(CNS(=O)(=O)c3ccc(S(=O)(=O)N4CCOCC4)cc3)cc2c1C,2%,i,43,-11%,1.6,59,-4%,11,730,-5%,8%,-0.1%
CCOc1ccc(/C(CCC(=O)O)=N/NC(=S)NCCc2ccccc2)cc1,3%,i,31,7%,-1.4,85,8%,2,671,4%,9%,-0.4%
Cc1ccc(S(=O)(=O)N2CCN(C(=O)CSc3nnc(C)s3)C2)cc1,-5%,i,43,17%,5.4,61,15%,·,·,-9%,-6%,-0.1%
CCCCC(CC)CNCc1cccn1CCN1CCOCC1 (stereo not given),2%,i,52,2%,1.2,49,12%,-2,853,-4%,29%,-0.1%
Clc1ccc(OCc2nnc(SCc3nnc(-c4ccccc4)o3)o2)c(Cl)c1,-2%,i,50,-4%,9.1,86,6%,·,·,0%,7%,0.8%
CC(C)NC(=O)c1ccc(-n2nc(C(F)(F)F)c3c2CCCC3)cc1,9%,i,53,21%,-0.8,47,7%,4,707,-10%,0%,-0.5%
CC(C)(C)NC(=O)C(c1ccc(O)cc1)N(Cc1ccccc1)C(=O)CCC(=O)Nc1nccs1 (stereo not given),-1%,i,38,-12%,0.9,37,10%,-3,833,-5%,-6%,-0.2%
COc1ccc(C(=O)N(CC2CCCO2)C(C(=O)NCCC(C)C)c2ccc(C)cc2)cc1OC (stereo not given),10%,i,5,-11%,4.6,58,15%,-17,670,0%,3%,0.4%

# Ordered by value in GPR35 arrestin U2OS (largest number first): some entries from above.
compound	GPR35 arrestin U2OS
CCCCC(CC)CNCc1cccn1CCN1CCOCC1 (stereo not given)	2%
O=C(C1CCCN1C(=O)c1cccs1)N1CCc2ccccc21 (stereo not given)	0%
COc1ccc(C(=O)N(CC2CCCO2)C(C(=O)NCCC(C)C)c2ccc(C)cc2)cc1OC (stereo not given)	-11%

# Remaining list, next part
SMILES,GPR55 LPI antagonism,T cell modulator,T cell modulator vesicle-bound %,GPR35 arrestin U2OS,NTR1 agonist,NTR1 agonist cell count 20 µM,SV40 large T antigen,Hep lipid drop,Hep lipid drop cells 6.5 µM,LYP phosphatase,Rac1 GTP hydrolysis,GPR55 beta-arrestin
NC(=O)C1(C(N)=O)OC1c1ccc(Cl)c(Cl)c1 (stereo not given),8%,i,39,-11%,-1.3,50,27%,9,705,-8%,11%,-0.1%
O=c1c(C(c2nnnn2C2CCCCC2)N2CCCCC2)coc2ccc(Cl)cc12 (stereo not given),5%,i,14,5%,4.1,84,2%,·,·,-2%,2%,0.0%
N#Cc1sc2nc3c(c(-c4ccco4)c2c1N)CCCC3,0%,i,54,17%,7.9,88,12%,·,·,0%,13%,-0.3%
Cc1ccccc1C(=O)NCCCc1ccccc1,0%,i,43,6%,-0.2,53,7%,0,738,-8%,-9%,-0.1%
O=C(NCCc1cnc[nH]1)c1ccc(-c2ccccc2)cc1,-2%,i,46,0%,0.5,101,-2%,-12,831,-10%,-10%,-0.1%
COCCCn1c(C(=O)Nc2ccc3c(c2)OCO3)cc2c(=O)n3ccccc3nc21,9%,i,11,7%,10,72,18%,-2,708,-14%,10%,0.5%
NC(=O)N/N=C/c1cn(-c2ccccc2)nc1-c1ccccc1,-3%,i,14,14%,1.2,50,5%,-34,725,-4%,5%,0.5%
COc1cc(/C=C/C2=NNC(=O)CC2)cc(OC)c1OC,2%,i,43,2%,-2.1,84,9%,7,420,-2%,9%,0.8%
CCc1cc2c(N3CCN(C(=O)c4ccco4)CC3)ncnc2s1,4%,i,33,5%,0.7,65,·,-12,689,-2%,7%,0.1%
CCc1c(C(=O)NN2C(=O)C3CCCCC3C2=O)csc1C (stereo not given),-4%,i,28,12%,0.5,57,1%,24,763,3%,5%,-0.1%
CN1/C(=C\C(=O)C[n+]2cccc(Br)c2)C(C)(C)c2ccccc21,12%,i,52,-7%,-2.4,61,5%,20,693,-2%,1%,0.2%
O=c1c2ccc([N+](=O)[O-])cc2ncn1Cc1ccccc1C(F)(F)F,-4%,i,22,-7%,2.2,67,9%,-5,708,-2%,4%,-0.6%
CCOc1ccc(-n2cc(C(=O)NCCOC)c3cc(OC)c(OC)cc3c2=O)cc1,1%,i,58,-8%,2.3,97,6%,2,656,-9%,·,-0.1%
COc1ccc(-c2nn3c(C4CCCCC4)nnc3s2)cc1OC,-17%,i,16,2%,7.2,57,14%,·,·,-1%,10%,-0.2%
CC(C)(C)NC(=O)NC(=O)CN1CCc2ccccc21,1%,i,35,-10%,-1.3,62,-4%,-24,729,2%,-2%,1.4%
CCCCCN(C(=O)COC(=O)COc1c(C)cc(C)cc1C)c1c(N)n(CCCC)c(=O)[nH]c1=O,·,i,54,·,2.0,62,0%,·,·,·,4%,·
O=C1NC2(CCCCCC2)C(=O)N1Cc1ccccc1,0%,i,11,9%,1.2,89,-2%,-7,872,-6%,-6%,-0.1%
O=C(CSCc1ccccc1)Nc1cccc(C(=O)Nc2ccc(C(=O)O)cc2)c1,6%,i,41,-18%,-0.9,65,11%,·,·,-1%,6%,0.3%
Cc1cc(=O)c(C(=O)O)nn1-c1ccccc1Cl,7%,i,27,3%,0.5,38,2%,-2,709,-15%,7%,-0.2%
O=S1CC/C(=N\O)c2ccccc21 (stereo not given),1%,i,47,3%,3.5,100,4%,-4,689,-7%,5%,-0.4%
CC(C)(C)N(CC#CCC1(O)c2ccccc2-c2ccccc21)CCO,-13%,i,42,2%,0.8,93,·,-14,700,-7%,4%,-0.1%
O=c1c2c(-c3cccs3)csc2ncn1-c1ccc(Br)cc1,1%,i,7,-7%,4.7,61,-1%,·,·,8%,5%,-0.1%
CC1(C)OC(=O)C(=NNc2ccccc2C(=O)O)C(=O)O1,1%,i,29,-2%,0.8,58,17%,-30,685,1%,-10%,0.1%
CCN(CC)S(=O)(=O)c1cc(NC(=O)c2n[nH]c(=O)c3ccccc23)ccc1C,4%,i,7,-16%,4.7,46,22%,-4,655,-1%,6%,0.4%
COc1ccc(/C=C/C(=O)Nc2cccnc2Cl)cc1,3%,i,37,2%,0.4,78,4%,·,·,-4%,1%,-0.1%
Cc1ccc(S(=O)(=O)N2CCOC23CCN(C(=O)c2cc(Cl)ccc2Cl)CC3)cc1,10%,i,39,8%,0.0,63,11%,-6,711,-3%,4%,-0.2%
O=C1C(Nc2ccc(O)cc2)=C/C(=N/S(=O)(=O)c2cccs2)c2ccccc21,12%,·,·,-15%,·,·,24%,4,686,-4%,42µM*,0.1%
O=C(O)c1ccccc1-c1ccccc1C(=O)NCc1ccco1,18%,i,37,-13%,-0.8,101,12%,26,617,2%,7%,-0.1%
O=S(=O)(c1ccc(Cl)s1)N1CCc2ccccc2C1,6%,i,23,-6%,0.6,57,2%,·,·,-1%,-4%,-0.1%
COc1cccc(C(=O)Nc2c(C)n[nH]c2C)c1,4%,i,25,11%,-0.1,51,27%,2,756,-2%,2%,0.0%
O=C(CCN1C(=O)/C(=C/c2ccc(F)cc2)SC1=S)N[C@@H](CO)Cc1ccccc1,13%,i,4,-3%,3.3,72,8%,-22,712,1%,15%,-0.1%
COC(=O)c1cc(-c2c(-c3ccc4c(c3)OCO4)noc2-c2ccsc2)cc([N+](=O)[O-])c1,2%,i,25,-2%,-0.7,103,19%,·,·,-8%,4%,0.4%
Cc1cc2c([nH]c3ccccc32)c(C)n1,5%,i,32,2%,1.1,75,5%,11,801,-20%,18%,?
O=C(CNC(=O)c1ccccc1)OCc1nc2ccccc2s1,4%,i,62,11%,-0.6,62,9%,5,697,-6%,9%,0.7%
CC(C)[C@H](NC(N)=O)C(=O)Nc1ccc(F)c(Cl)c1,0%,i,33,-1%,1.7,66,4%,2,687,-1%,-7%,-0.6%
